# Screening data deposited in PubChem BioAssay by several laboratories.
# SKKanGAS inh = SKKanGAS growth inhibition | actives 1.3% (n = 300,000) | inhibition, % at 7.5 µM | S. pyogenes SKKanGAS, kanamycin growth, BacTiter-Glo, 6 h;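 active means mean replicate score, as percent of positive control median, at least 50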;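 further: strain carries kanamycin resistance gene driven by streptokinase promoter and grows in 40 µg/ml kanamycin; loss of luminescence reflects streptokinase promoter inhibition or plain growth inhibition; 0% = median of DMSO wells and 100% = positive control at its reference dose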
# MrgX1 antag = antagonists of human MrgX1 receptor; Q96LB2; MRGX1-HEK293 calcium flux, Fluo-4, BAM8-22 antagonism; active compounds read low; B-score at 10 µM; actives 1.3% (n = 310,000);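 active means calcium-response B-score plate-corrected more than 3 library SD below zero, starting fluorescence within 5 deviations, no agonist response on first addition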;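 further: peak minus trough fluorescence over baseline after final BAM8-22 challenge near maximal dose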
# RGS4 act = potentiators or activators of RGS4. HEK293 M3R/inducible RGS4, carbachol calcium flux Fluo4; active compounds read low. B-score at 10 µM. actives 0.92% (n = 310,000);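 active means B-score of the integrated calcium signal more than 4 SD below the library mean, with starting fluorescence not abnormally high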;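 further: negative B-score means reduced calcium response which marks RGS4 activation or potentiation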
#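 System – HEK293 FlpIn-TREx cells, stable M3R, doxycycline-inducible RGS4 · Reagent – ECmax carbachol challenge · Times – compound preincubation 20 min at room temperature before agonist · Technique – Fluo4 fluorescence kinetic imaging of calcium · Measure – B score of integrated Fluo4 ratio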
# Platelet DG rel = modulates dense granule release in human platelets. human platelet-rich plasma, SFLLRN dense granule ATP release, luminescence. inhibition, %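 (compounds screened at 7.5 µM in platelet-rich plasma)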. actives 0.22% (n = 300,000);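 active means mean replicate score, as percent of positive control, at or above 50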
# TRPC6 inh = inhibitors of mouse TRPC6 channel; actives 1.1% (n = 310,000); HEK293-TRPC6, membrane potential dye, ACh-evoked depolarization; active compounds read low; B-score at 10 µM; Q61143;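 active means B-score under library mean minus 3 SD, initial fluorescence not abnormally high, positive integrated signal ratio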;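 further: B-score derived from integrated fluorescence ratio over the kinetic read; more negative B-score means stronger inhibition of depolarization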
# Target sequence (Q61143 whole entry, looked up): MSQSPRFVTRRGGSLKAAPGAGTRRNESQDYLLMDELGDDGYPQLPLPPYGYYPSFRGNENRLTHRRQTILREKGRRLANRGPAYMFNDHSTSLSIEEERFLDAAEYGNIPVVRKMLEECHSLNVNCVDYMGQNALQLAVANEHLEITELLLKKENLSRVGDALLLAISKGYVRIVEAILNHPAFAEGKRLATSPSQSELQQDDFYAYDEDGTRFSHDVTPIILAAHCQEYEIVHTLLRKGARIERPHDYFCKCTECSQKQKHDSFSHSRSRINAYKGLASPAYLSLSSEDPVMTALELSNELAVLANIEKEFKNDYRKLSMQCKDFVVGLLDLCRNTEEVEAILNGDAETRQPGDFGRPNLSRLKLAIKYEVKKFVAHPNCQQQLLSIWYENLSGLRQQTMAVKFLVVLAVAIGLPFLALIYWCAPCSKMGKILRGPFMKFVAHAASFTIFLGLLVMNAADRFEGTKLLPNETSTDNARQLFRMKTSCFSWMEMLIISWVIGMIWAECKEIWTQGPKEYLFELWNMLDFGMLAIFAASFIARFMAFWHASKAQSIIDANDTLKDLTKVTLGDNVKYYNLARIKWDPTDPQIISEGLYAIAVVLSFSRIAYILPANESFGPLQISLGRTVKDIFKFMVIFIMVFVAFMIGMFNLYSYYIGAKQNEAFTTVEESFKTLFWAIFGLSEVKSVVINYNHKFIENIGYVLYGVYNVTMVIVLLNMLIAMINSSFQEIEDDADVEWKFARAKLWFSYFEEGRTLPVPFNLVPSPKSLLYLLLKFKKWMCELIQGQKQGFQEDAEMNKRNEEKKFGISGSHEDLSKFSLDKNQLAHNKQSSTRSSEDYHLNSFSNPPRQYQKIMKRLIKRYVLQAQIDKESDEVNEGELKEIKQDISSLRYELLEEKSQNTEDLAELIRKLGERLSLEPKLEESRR
# TRPC6 activator = activates the mouse TRPC6 cation channel; Q61143; HEK293-TRPC6 membrane potential dye fluorescence; active compounds read high; B-score at 10 µM; actives 0.13% (n = 310,000);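 active means B-score of the integrated fluorescence ratio above library mean plus 3 SD, and starting fluorescence ratio within library mean plus 5 SD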;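 further: higher score means more depolarization so channel activation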
# RGS4 block = inhibitors of human RGS4 | actives 0.45% (n = 310,000) | AID 463165 | HEK293 M3R/RGS4 inducible, Fluo-4 calcium flux; active compounds read high; triggered by carbachol at its EC20 | B-score at 10 µM | P49798;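 active means B-score, a plate-corrected calcium signal, over three deviations above library mean, with baseline fluorescence within five deviations of library mean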;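 further: RGS4 expression induced by doxycycline in cells with stable M3 receptor; B-score is computed from the integrated fluorescence ratio over baseline after carbachol; higher B-score means a larger calcium signal and so more RGS4 inhibition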
# Target sequence (P49798 whole entry, looked up): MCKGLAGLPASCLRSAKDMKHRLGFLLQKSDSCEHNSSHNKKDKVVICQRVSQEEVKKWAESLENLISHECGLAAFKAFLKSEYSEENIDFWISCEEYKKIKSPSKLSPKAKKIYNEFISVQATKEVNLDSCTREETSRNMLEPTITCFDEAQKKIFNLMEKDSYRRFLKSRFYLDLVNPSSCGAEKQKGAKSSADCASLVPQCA
# MrgX1 ag = activates human MrgX1 receptor signaling; B-score at 10 µM; actives 0.44% (n = 310,000); Q96LB2; MrgX1-HEK293 cells, Fluo-4 calcium fluorescence, agonist mode; active compounds read high; AID 588627;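 active means calcium response B-score plate-corrected fluorescence ratio at least 3 library SD, with starting fluorescence B-score inside 5 SD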
#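 System – MrgX1-expressing HEK293 cells · Incubation – cells plated overnight, dye loaded 0.5 h 37 °C, 0.5 h room temperature · Technique – kinetic Fluo-4 NW fluorescence of intracellular calcium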
# MrgX1 PAM = allosterically activates human MrgX1 receptor signaling; MrgX1-HEK293, Fluo-4 calcium flux, FDSS; active compounds read high; B-score at 10 µM; Q96LB2; actives 0.63% (n = 310,000);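 active means plate-corrected calcium response at least 3 library SD above typical, normal starting fluorescence, not activating the receptor alone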;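 further: compound read alongside a low EC10 to EC30 dose of BAM8-22 agonist; peak minus trough fluorescence over baseline measured at the second addition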
# HIF activator = HIF pathway transcriptional activation. U2OS HRE-luciferase reporter, luminescence; normalized: DMSO 0%, desferrioxamine 100%. actives 0.32% (n = 300,000). AID 1910. activation, % at 7.5 µM (by protocol);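 active means mean activation of at least 10% of the iron chelator positive control signal, with at least half of replicates also reaching 10%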
# TRPC4 block = inhibitors of mouse TRPC4 channel | HEK293 TRPC4beta/mu-opioid, DAMGO-evoked Fluo4 calcium flux; active compounds read low | B-score at 10 µM | actives 0.39% (n = 300,000);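 active means B-score over 3 SD under the library average, no early fluorescence shift, positive overall ratio signal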
#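 Assay system: TRPC4beta/mu-opioid receptor HEK293 cell line; compound dosing: single concentration per test compound; detection: Fluo4 Ca2+ flux fluorescence; evaluation: per-well B score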
# Numbers without * were called inactive; i = inactive; x = no result given.
SMILES,SKKanGAS inh,MrgX1 antag,RGS4 act,Platelet DG rel,TRPC6 inh,TRPC6 activator,RGS4 block,MrgX1 ag,MrgX1 PAM,HIF activator,TRPC4 block
CC(C)N(C(=O)NC(=O)Nc1ccc(S(=O)(=O)N2CCCC2)cc1)S(C)(=O)=O,-7,i,i,-6,i,i,i,i,i,-0.3,i
COc1ccccc1CC(NC(C)=O)C(=O)NC1CCN(C(=O)Nc2ccccc2C)CC1 (stereo not drawn),-3,i,i,-8,i,i,i,i,i,0.4,i
N#Cc1cnn2ccn(C3OC(CO)C(O)C3O)c12 (stereo not drawn),-3,i,i,2,i,i,i,i,i,-0.8,i
N#Cc1nn(-c2ccccc2)nc1N1CCCCC1,3,i,i,-22,i,i,i,i,i,1.9,i
CC(=O)Oc1ccc2c3c(c(=O)oc2c1C)CCCC3,-6,i,i,6,i,i,i,i,i,-12,i
O=C(CCN1N=C(c2ccccc2)CCC1=O)NCC1CCCO1 (stereo not drawn),-6,i,i,7,i,i,i,i,i,0.3,i
S=C(NCC1CCCCC1)Nc1ccc(Oc2ccccc2)cc1,54*,i,-7.6*,-2,i,i,i,i,i,0.3,i
O=C1C2=C(CCCC2)C(=O)N1CNc1ccccc1,4,i,i,-2,i,i,i,i,i,0.0,i
COc1ccccc1OC(C)C(=O)N(Cc1ccco1)C1CCS(=O)(=O)C1 (stereo not drawn),1,i,i,2,i,i,i,i,i,0.3,i
O=C(COc1ccccc1Cl)Nc1ccccc1C(=O)N1CCOCC1,-3,i,i,4,i,i,i,i,i,0.7,i
CC(C)(C)NC(=O)CSc1nc(N)c(-c2ccccc2)c(=O)[nH]1,3,i,i,-23,i,i,i,i,i,0.2,i
O=C(COC(=O)C1CCN(S(=O)(=O)c2ccccc2)CC1)NC(=O)c1ccc(OC(F)F)cc1,-8,i,i,11,i,i,i,i,i,0.0,i
COc1ccc2[nH]c(CN3CCC(CO)(CCOc4ccccc4)CC3)c(C)c2c1,2,i,i,-5,i,i,i,i,i,-0.3,i
O=C(Nc1ccc(Cl)cc1Cl)C1CCCO1 (stereo not drawn),14,i,i,1,i,i,i,i,i,0.6,i
COc1ccc2c(c1)c(CC(=O)OCC(=O)O)c(C)n2C(=O)c1ccc(Cl)cc1,-4,i,i,-6,i,i,i,i,i,0.2,i
Cn1c(Cc2ccc3c(c2)OCO3)nnc1SCC(=O)NC(C)(C)C,-3,i,i,-5,i,i,i,i,i,0.2,i
O=C1c2ccsc2SCCN1Cc1ccccc1Cl,8,i,i,6,i,i,i,i,i,0.0,i
COCCN1CCN(C(=O)C2CCC(=O)N(CCCc3ccccc3)C2)CC1 (stereo not drawn),-6,i,i,6,i,i,i,i,i,-0.1,i
CCCc1cc(=O)oc2cc(C)cc(OCC(=O)NCc3ccncc3)c12,8,i,i,6,i,i,i,i,i,-0.3,i
CC(=O)c1sc2nc(C)cc(C)c2c1N,0,i,i,1,i,i,i,i,i,-0.2,i
N#Cc1nc(-c2ccco2)oc1N1CCN(c2cccc(Cl)c2)CC1,10,i,i,-5,i,i,i,i,i,x,i
O=C(COc1ccc(S(=O)(=O)N2CCCC2)cc1)N1CCN(c2ccccc2F)CC1,-5,i,i,-19,i,i,i,i,i,0.3,i
COCCN(C(=O)CC1C(=O)NCCN1Cc1ccc(-c2ccccc2)cc1)C(C)C (stereo not drawn),1,i,i,14,i,i,i,i,i,-0.1,i
CC1(C)CC(C(=O)Nc2nccs2)CCO1 (stereo not drawn),0,i,i,10,i,i,i,i,i,-0.1,i
COC(=O)[C@@]12CCCCN1[C@H](c1ccc(-c3cc(C(C)=O)cs3)cc1)[C@H]1C(=O)N(C)C(=O)[C@H]12,20,i,i,-8,i,i,i,i,i,0.0,i

# (more compounds)
SMILES,SKKanGAS inh,MrgX1 antag,RGS4 act,Platelet DG rel,TRPC6 inh,TRPC6 activator,RGS4 block,MrgX1 ag,MrgX1 PAM,HIF activator,TRPC4 block
O=C(CSc1nnc(-c2cccs2)n1CC1CCCO1)c1cc2ccccc2o1 (stereo not drawn),6,i,i,1,i,i,i,i,i,0.6,i
Cc1ccc(-c2noc(CCC(=O)NCC3CCCO3)n2)cc1 (stereo not drawn),-16,i,i,-8,i,i,i,i,i,0.3,i
C/C(=N/OC(=O)c1ccc(C(F)(F)F)cc1)c1oc(C)nc1C,1,i,i,16,i,i,i,i,i,0.1,i
CCOC(=O)c1c(C)[nH]c(C)c1C(=O)COC(=O)c1ccccc1O,-2,i,i,-1,i,i,i,i,i,-0.6,i
COc1cc(OC)nc(NC(=O)COC(=O)c2cccc(Cl)c2)n1,-13,i,i,-7,i,i,i,i,i,-0.9,i
CCN(CC#CCC1(O)c2ccccc2-c2ccccc21)C(C)C,3,i,i,x,i,i,i,i,i,-1.6,i
Cc1cc(C)n(CCNS(=O)(=O)c2ccc(C)c(C)c2)n1,-1,i,i,6,i,i,i,i,i,0.3,i
Cc1ccc(CNC(=O)COc2ccc(C(=O)c3ccc(F)cc3)cc2)cc1,-13,i,i,-7,i,i,i,i,i,0.4,i
CCN(CCCNC(=O)CCNC(=O)Cn1cnc2ccccc2c1=O)c1cccc(C)c1,2,i,i,-1,i,i,i,i,i,-30,i
CCOC(=O)c1cccc(NC(=O)CSc2nnc(COc3ccc(Cl)cc3)o2)c1,-22,i,i,-3,i,i,i,i,i,-0.6,i
CCCc1cc(C(=O)N2CCCC(N3CCN(c4ccccc4F)CC3)C2)n(C)n1 (stereo not drawn),1,i,i,53*,i,i,i,i,i,-0.1,i
COc1ccc(SCc2noc(C(=O)NC(C)C)c2C(=O)O)cc1,3,i,i,-5,i,i,i,i,i,0.1,i
O=C(O)c1cn(-c2ccccc2)nc1C(=O)O,-10,i,x,-12,x,x,x,i,i,-0.1,x
O=C(c1nc2ccccn2c1CN1CCCC(O)C1)N1CCN(C2CCCCC2)CC1 (stereo not drawn),x,i,i,13,i,i,i,i,i,0.8,i
Nc1nnc(CC(=O)N/N=C/c2ccc(-c3ccccc3)o2)s1,-7,i,i,13,i,i,i,i,i,0.0,i
O=c1c2ccccc2nc(SCc2nc3ccccc3s2)n1CCCO,-4,i,i,-35,i,i,i,i,i,4.1,i
CCOc1ccc(Br)cc1S(=O)(=O)NCc1ccc(S(N)(=O)=O)cc1,-7,i,i,-1,i,i,i,i,i,0.0,i
O=C(COC(=O)C1COc2ccccc2O1)NC(=O)NC1CCCC1 (stereo not drawn),22,i,i,-10,i,i,i,i,i,0.4,i
CC(C)C[C@H](NC(=O)N1CCn2c1nc1ccccc12)C(=O)N[C@@H](C(=O)O)c1ccccc1,-2,i,i,2,i,i,i,i,i,0.1,i
COc1cc(NC(=O)c2ccc(Br)o2)ccc1NC(=O)C(C)C,-9,i,i,7,i,i,i,i,i,0.3,i
O=C(CCCn1c(=O)[nH]c2cc(Cl)ccc2c1=O)NCC1CCCO1 (stereo not drawn),-2,i,i,7,i,i,i,i,i,0.3,i
CC(=O)Nc1ccc(C(=O)N2CCCc3ccccc32)cc1,7,i,i,-1,i,i,i,i,i,1.2,i
CS(=O)(=O)N(CC(=O)N1CCN(Cc2ccccc2)CC1)c1cccc(F)c1,0,i,i,-1,i,i,i,i,i,-17,i
CN1C(=O)/C(=C/c2cn(CC(=O)NCc3ccco3)c3ccccc23)NC1=S,1,i,i,0,i,i,i,i,i,4.2,i
CCN(CC)S(=O)(=O)c1cc(NC(=O)C(C)Nc2ccccc2N2CCOCC2)ccc1C (stereo not drawn),7,i,i,9,i,i,i,i,i,-1.1,i

# An excerpt of these results, with bars between the fields.
Structure | SKKanGAS inh | MrgX1 antag | RGS4 act | Platelet DG rel | TRPC6 inh | TRPC6 activator | RGS4 block | MrgX1 ag | MrgX1 PAM | HIF activator | TRPC4 block
CC(=O)c1sc2nc(C)cc(C)c2c1N | 0 | i | i | 1 | i | i | i | i | i | -0.2 | i
CN1C(=O)/C(=C/c2cn(CC(=O)NCc3ccco3)c3ccccc23)NC1=S | 1 | i | i | 0 | i | i | i | i | i | 4.2 | i
O=C(c1nc2ccccn2c1CN1CCCC(O)C1)N1CCN(C2CCCCC2)CC1 (stereo not drawn) | x | i | i | 13 | i | i | i | i | i | 0.8 | i

# New compounds follow.
SMILES,SKKanGAS inh,MrgX1 antag,RGS4 act,Platelet DG rel,TRPC6 inh,TRPC6 activator,RGS4 block,MrgX1 ag,MrgX1 PAM,HIF activator,TRPC4 block
C/C(=N\NC(=O)c1ccc(Br)cc1)c1cccc(NC(=O)c2cccnc2)c1,-10,i,i,5,i,i,i,i,i,1.0,i
Cc1ccc(-c2ccc(CCC(=O)O)n2-c2ccc(C(=O)O)cc2)cc1,2,i,i,-5,i,i,i,i,i,-31,i
COc1cccc(C(=O)Nc2ccc(N3CCN(C(=O)c4ccco4)CC3)cc2)c1,-5,i,i,-47,i,i,i,i,i,3.0,i
Cc1ccc(C)c(NC(=O)CCC(=O)N/N=C/c2ccc3c(c2)OCO3)c1,0,i,i,0,i,i,i,i,i,-0.4,i
CCn1nccc1C(=O)Nc1cc(Cl)cc(Cl)c1,-2,i,i,6,i,i,i,i,i,-0.3,-5*
O=C(c1ccc2ncsc2c1)N1CCN(c2ccc(O)cc2)CC1,1,i,i,-2,i,i,i,i,i,0.0,i
O=C(Nc1ccccc1C(=O)NCc1cccnc1)c1ccc(Cl)cc1Cl,-8,i,i,-4,i,i,i,i,i,0.2,i
O=C(CSC(=S)N1CCOCC1)Nc1nc(=O)c2ccccc2s1,0,i,i,-4,i,i,i,i,i,0.3,i
COC(=O)c1c(NC(NC(=O)CC(C)C)C(Cl)(Cl)Cl)sc2c1CCC2 (stereo not drawn),15,i,i,-6,i,i,i,i,i,-0.5,i
CCn1ncc(Br)c1C(=O)Nc1ccc(Cl)cn1,3,i,i,2,i,i,i,i,i,0.1,i
COc1ccc(S(=O)(=O)c2c[nH]c(=S)[nH]c2=O)cc1Cl,2,i,i,8,i,i,i,i,i,-1.9,i
Cc1ccc(-c2n[nH]c(=S)n2/N=C/c2sccc2C)cc1,-2,i,i,0,i,i,i,i,i,-0.5,i
Cc1cc(C)cc(N(CC(=O)NCc2ccc(F)cc2)C(=O)CCC(=O)Nc2ccccn2)c1,1,i,i,0,i,i,i,i,i,0.6,i
O=c1nc(Nc2ccc(OCc3ccccc3)cc2)sc2ncccc12,-10,i,i,20,i,i,i,i,i,-0.2,i
O=C(COC(=O)c1ccccc1)Nc1ccc2[nH]c(=O)[nH]c2c1,-3,i,i,-2,i,i,i,i,i,1.0,i
O=C(NCC1CCCO1)c1cnn2c1NC(c1ccccc1)CC2C(F)(F)F (stereo not drawn),-4,i,i,11,i,i,i,i,i,-0.2,i
